M1 ag = human M1 muscarinic receptor agonists, primary screen, Fluo-8 calcium fluorescence, CHO-K1 cells, HTS | Muscarinic acetylcholine receptor M1 (Homo sapiens), P11229 | CHO-K1 hM1, agonist mode; 0% DMSO, 100% acetylcholine EC100 | activation, % at 3 µM | 360,000 tested, 0.33% active | AID 588814, 2011;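 active = activation above the run's mean compound activation plus 3 SD, cut at about 16% in these data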;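 also: peak over basal fluorescence ratio within a 140 s kinetic read after compound addition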
Target sequence (P11229 whole entry, looked up): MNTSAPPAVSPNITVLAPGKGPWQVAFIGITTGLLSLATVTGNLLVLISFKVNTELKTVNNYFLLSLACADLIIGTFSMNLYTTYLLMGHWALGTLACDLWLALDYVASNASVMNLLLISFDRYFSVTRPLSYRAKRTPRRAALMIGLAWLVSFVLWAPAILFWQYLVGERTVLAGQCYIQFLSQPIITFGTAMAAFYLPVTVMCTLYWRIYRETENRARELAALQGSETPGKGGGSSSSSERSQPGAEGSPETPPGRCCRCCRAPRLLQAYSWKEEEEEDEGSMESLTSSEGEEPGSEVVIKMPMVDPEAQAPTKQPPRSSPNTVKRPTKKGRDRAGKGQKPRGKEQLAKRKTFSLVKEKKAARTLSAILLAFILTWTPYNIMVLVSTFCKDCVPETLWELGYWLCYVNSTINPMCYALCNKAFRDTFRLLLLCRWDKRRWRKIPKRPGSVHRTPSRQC
M4 ag = human M4 muscarinic receptor agonists, primary screen, CHO-K1 cells, Fluo-8 calcium fluorescence; CHO-K1 hM4/Gqi5; vehicle 0%, full acetylcholine response 100%; activation, % at 3 µM; 360,000 tested, 0.14% active;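 active = activation above the run mean over all test wells plus 3 SD, cut at about 32% in these data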;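 also: peak over basal fluorescence ratio per well then scaled between controls; 0% = DMSO wells and 100% = acetylcholine at EC100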
Target sequence (P08173 whole entry, looked up): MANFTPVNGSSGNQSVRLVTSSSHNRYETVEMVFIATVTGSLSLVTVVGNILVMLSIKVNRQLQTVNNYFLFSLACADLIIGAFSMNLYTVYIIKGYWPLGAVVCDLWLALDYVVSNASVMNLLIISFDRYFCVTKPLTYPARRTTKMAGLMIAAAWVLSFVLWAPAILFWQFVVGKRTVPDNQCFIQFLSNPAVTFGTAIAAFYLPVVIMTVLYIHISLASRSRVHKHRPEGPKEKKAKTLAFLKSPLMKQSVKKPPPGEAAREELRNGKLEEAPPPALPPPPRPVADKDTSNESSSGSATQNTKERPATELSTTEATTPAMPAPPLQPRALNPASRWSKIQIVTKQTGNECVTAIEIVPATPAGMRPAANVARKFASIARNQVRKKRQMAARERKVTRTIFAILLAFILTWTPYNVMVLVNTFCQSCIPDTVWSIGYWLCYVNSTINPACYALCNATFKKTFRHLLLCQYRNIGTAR
CHRM5 PAM = human M5 muscarinic receptor positive allosteric modulators, primary screen, CHO-K1 cells, Fluo-8 calcium fluorescence. CHO-K1 hM5, ACh EC20 PAM; 0% = ACh EC20, 100% = ACh EC100. activation, % at 3 µM. 360,000 tested, 0.3% active;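 active = activation above the run cutoff, the mean activation of all test compounds plus 3 SD, cut at about 18% in these data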
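Assay system: CHO-K1 hM5 cells / Incubation: Fluo-8 loading 80 min at 37 °C plus 30 min room temperature / Technique: Fluo-8 calcium dye fluorescence, kinetic read / Repeats: single replicate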
M4 antag = human M4 muscarinic receptor antagonists, primary screen, CHO cells, Fluo-8 calcium fluorescence; AID 624125, 2012; Muscarinic acetylcholine receptor M4 (Homo sapiens), P08173; CHO-hM4 cells, ACh EC80; 360,000 tested, 0.73% active; inhibition, % at 3 µM;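 active = inhibition above its plate's cutoff, the mean inhibition of sample wells plus 3 SD, cut at about 27% in these data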;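 also: 0% = acetylcholine EC80 with DMSO and 100% = DMSO without agonist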
CHRM1 antagonist = human M1 muscarinic receptor antagonists, primary screen, CHO-K1 cells, Fluo-8 calcium fluorescence, 1536-well. AID 588852, 2011. Muscarinic acetylcholine receptor M1 (Homo sapiens), P11229. 360,000 tested, 1.3% active. CHO-K1 hM1, ACh EC80 antagonist. inhibition, % at 3 µM;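 active = percent inhibition above its own plate's cutoff, namely the mean of that plate's compound wells plus 3 SD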;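 also: peak over basal fluorescence ratio during 140 s after agonist addition; 0% = ACh EC80 plus DMSO and 100% = DMSO alone without agonist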
TAAR1 agonist = human TAAR1 agonists, primary screen, Fluo-8 calcium fluorescence, CHO RD-HGA16 cells | Trace amine-associated receptor 1 (Homo sapiens), Q96RJ0 | 360,000 tested, 0.99% active | activation, % at 3 µM | vehicle wells 0%, saturating PEA agonist 100%;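 active = activation above the mean activation of all test compounds in the run plus 3 SD, cut at about 38% in these data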
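Test system: RD-HGA16 (CHO) cells co-expressing Gα16 and hTAAR1; dosing: one-point dosing at 3 µM (nominal); timing: 17-24 h seeding, 75 min 37 °C dye, 30 min RT; signal: kinetic Fluo-8 calcium fluorescence; read-out basis: % activation relative to PEA EC100 response; controls: DMSO and PEA EC100; replicates: n 1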
CHRM5 antagonist = human M5 muscarinic receptor antagonists, primary screen, CHO cells, Fluo-8 calcium fluorescence; 360,000 tested, 0.59% active; CHO-hM5 cells, ACh EC80; inhibition, % at 3 µM; Muscarinic acetylcholine receptor M5 (Homo sapiens), P08912; AID 624040, 2012;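 active = inhibition above a per-plate cutoff, the mean of that plate's test compounds plus 3 SD, cut at about 27% in these data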;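 also: 0% = acetylcholine EC80 with DMSO and 100% = DMSO without agonist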
M5 ag = human M5 muscarinic receptor agonists, primary screen, CHO-K1 cells, Fluo-8 calcium fluorescence; Muscarinic acetylcholine receptor M5 (Homo sapiens), P08912; CHO-K1 hM5 cells; 0% DMSO wells, 100% maximal acetylcholine response; activation, % at 3 µM; 360,000 tested, 0.19% active;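 active = activation above the run's mean over test compounds plus 3 SD, cut at about 23% in these data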;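 also: signal is peak over basal fluorescence ratio across the kinetic read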
M1 PAM = human M1 muscarinic receptor positive allosteric modulators, primary screen, CHO-K1 cells, Fluo-8 calcium fluorescence, 1536-well; 360,000 tested, 0.088% active; CHO-K1 hM1, ACh EC20; 0% = ACh EC20, 100% = maximal ACh; activation, % at 3 µM; Muscarinic acetylcholine receptor M1 (Homo sapiens), P11229; in the data active = activation above about 19%, passing the limit was not always enough
The depositor's hits bear a star; · = no result given. These rows are one share of the data; the hit share may differ from the screen's.

SMILES	M1 ag	M4 ag	CHRM5 PAM	M4 antag	CHRM1 antagonist	TAAR1 agonist	CHRM5 antagonist	M5 ag	M1 PAM
Fc1ccc(/C=N/Nc2ccccn2)cc1	-6	0	-2	1	1	15	3	0	-2
O=C(COC(=O)c1cnc(Cl)c(Cl)c1)NCc1ccco1	-5	1	2	-4	-15	-1	3	-1	8
COc1ccc(NC(=O)CC2C(=O)N(CCc3ccccc3)C(=S)N2Cc2cccnc2)cc1 (centres undefined)	1	16	-6	27*	8	13	10	6	-5
COCCCNC(=O)C1CCCN(S(=O)(=O)c2cccc3nsnc23)C1 (centres undefined)	-2	1	-3	-9	-1	2	6	-5	4
Cc1[nH]n(-c2ccccc2)c(=O)c1C(=O)c1ccc([N+](=O)[O-])cc1	-1	0	-2	2	0	9	-6	1	7
CCOC(=O)C1CCCN(C(=O)c2cn(CC)c3ccc(S(=O)(=O)N4CCCC4)cc3c2=O)C1 (centres undefined)	-5	0	-3	-6	3	8	9	-1	3
COc1ccc(NC(=O)c2cc([N+](=O)[O-])ccc2N2CCCCC2)cc1OC	-4	3	0	-4	11	-1	7	-2	-10
Cc1nc2nc(-c3cccnc3)[nH]n2c(=O)c1Cc1ccccc1	-3	0	-1	5	-3	9	-2	2	5
CC(=O)NS(=O)(=O)c1ccc(NC(=O)CC(C)c2ccccc2)cc1 (centres undefined)	-6	0	-1	1	-2	4	-6	0	12
Cc1ccc(NC(=O)C2CCCN2C(=O)NC2CCCCC2)c(C)c1 (centres undefined)	-3	0	5	-4	2	2	0	0	7
O=c1ccnc(S/C=C/c2ccccc2)[nH]1	-2	0	-5	1	9	1	9	0	-4
CS(=O)(=O)N1CCN(Cc2ccc(C(F)(F)F)cc2)CC1	1	2	2	-5	-6	3	-7	-6	7
CN(C)c1ccc(C(CNS(=O)(=O)c2ccc([N+](=O)[O-])cc2)N2CCCC2)cc1 (centres undefined)	-7	1	-1	-4	-17	2	8	0	12
O=C(N1CCCCCC1)N1CCN(C(=O)N2CCCCC2)CC1	-3	0	8	-4	-8	15	-6	1	8
COc1ccc(C[C@](C)(N)C(=O)O)cc1OC	-2	0	6	-6	-20	2	-6	0	4
CC(C)c1ccc(CSc2ccc(S(=O)(=O)N3CCOCC3)cn2)cc1	-2	0	-3	3	-5	3	6	0	11
O=C(c1coc2ccc(O)cc12)C1CC1	0	0	-4	6	2	6	-1	0	1
CCOC(=O)C1=CCN(S(=O)(=O)c2ccccc2[N+](=O)[O-])C1c1ccc(C)cc1 (centres undefined)	-8	-1	-2	-4	3	5	-1	-6	0
CCOC(=O)[C@@H]1[C@H]2COc3ccccc3[C@@H]2N2C(=O)N(c3cccc(F)c3)C(=O)[C@]12C	-5	-1	3	3	-11	7	9	-2	12
Nc1ncnc2c1ncn2C1C=C(CO)C(O)C1O (centres undefined)	0	0	4	-8	-8	·	8	-1	5
CC1CN(C(=S)SCCN2Cc3ccccc3C2=O)CC(C)O1 (centres undefined)	-5	1	0	-6	-4	3	0	0	-2
Cc1nc(SCc2ccccc2)c(C(F)(F)F)c(=O)[nH]1	-1	2	9	3	-26	6	-13	-1	2
COc1ccc(-c2ccc(CCC(=O)O)n2NC(=O)c2ccc(O)cc2)cc1	-4	1	4	1	-12	6	5	-2	13
O=C(Nc1nnc2n1CCS2)c1ccc(Br)o1	-1	1	3	5	-1	0	-9	-1	2

Limited to M5 ag, for 2 of the compounds above:
smiles | M5 ag
Cc1nc(SCc2ccccc2)c(C(F)(F)F)c(=O)[nH]1 | -1
COc1ccc(-c2ccc(CCC(=O)O)n2NC(=O)c2ccc(O)cc2)cc1 | -2

Carrying on:
SMILES	M1 ag	M4 ag	CHRM5 PAM	M4 antag	CHRM1 antagonist	TAAR1 agonist	CHRM5 antagonist	M5 ag	M1 PAM
CC(C)c1ccc(NC(=S)NC2CCN(Cc3ccccc3)CC2)cc1	-5	4	-5	-8	-2	28	1	1	1
Fc1cccc(Cl)c1CSc1ccc(-c2ccco2)nn1	1	6	8	-26	-8	13	-4	-2	8
CCCc1cc(=O)[nH]c(SC/C=C/c2ccccc2)n1	-3	-1	-2	11	-15	-1	2	-2	5
CC(C)NC(=O)NC(=O)CSc1ccccc1F	-10	0	-2	5	-8	0	1	-3	8
CCOC(=O)c1cnc2c(ccc3ccccc32)c1NCCN(C)C	-3	1	10	12	-11	0	-1	10	17
COc1cccc(-c2cc3nc(NCCOc4ccccc4Cl)n(C)c(=O)c3s2)c1	-2	1	-5	3	-6	-1	5	1	2
C=CCN(c1ccccc1)S(=O)(=O)c1ccc(Cl)c(C(=O)OCC(=O)N(C)C2CCS(=O)(=O)C2)c1 (centres undefined)	-7	-2	-1	-1	-8	2	2	-9	4
Cc1ccc(CN2CCNC(=O)C2CC(=O)N(C)CCc2cnn(C)c2)cc1 (centres undefined)	-3	1	1	-5	-11	1	3	-6	10
O=C1Nc2ccccc2O/C1=C\c1ccccc1Br	-3	0	-3	2	-3	-2	-2	-1	0
O=C(CN1CCSCC1)N/N=C/c1ccc(F)cc1	-3	1	-3	1	-5	·	-1	1	2
Cn1cc([N+](=O)[O-])c(C(=O)N(Cc2ccccc2)Cc2ccccc2)n1	-9	2	-7	1	-3	9	7	-2	3
CCOC(=O)C1=C(CC)Nc2ccccc2N=C1NC(=O)c1ccc(OC)c(S(=O)(=O)N2CCCCC2C)c1 (centres undefined)	-6	-1	7	-3	-4	0	3	-2	4
NC(=O)CC(NC(=O)Cc1ccc(Br)cc1)c1ccc(NCCN2CCCCC2)c([N+](=O)[O-])c1 (centres undefined)	-7	1	0	-1	-4	16	8	1	10
CC(C)(C)N1C(=O)c2ccccc2NC(=O)C1C(=O)NCCOc1ccccc1 (centres undefined)	·	2	1	7	·	1	8	2	·
COc1cc(/C=C2\COC/C(=C\c3cc(OC)c(OC)c(OC)c3)C2=O)cc(OC)c1OC	2	8	3	0	0	6	2	7	3
Cc1[nH]c2ccc(F)cc2c1CCN1C(=O)OC(C)(C)C1(C)O (centres undefined)	-2	2	1	-9	-18	-2	-2	4	11
COc1cccc(-c2cc(C(=O)N3CCCCCC3)no2)c1	-5	8	-8	-8	-4	0	3	-1	4
NNC(=O)c1ccc(COCC(F)(F)C(F)F)cc1	-3	1	-4	-13	2	0	-3	3	-4
CCNC(=O)CC1SC(=Nc2ccc(C)c([N+](=O)[O-])c2)N(C)C1=O (centres undefined)	-7	1	-2	1	-5	5	14	-3	12
CC(=O)c1cccc(NC(=O)C2CCCN2S(=O)(=O)c2ccccc2C(F)(F)F)c1 (centres undefined)	0	2	-1	-10	-13	2	6	0	9
COc1ccccc1CN1Cc2cccc3c2[C@@H](CC1=O)[C@H](O)[C@H](O)C3	-2	2	-1	3	3	6	0	5	0
C=CCn1c(COc2ccccc2F)nnc1SCC(=O)Nc1cc2oc3ccccc3c2cc1OC	-4	-1	4	4	-7	8	2	-5	3
Cc1ccccc1OCC(=O)OCC(=O)Nc1cc(S(=O)(=O)N2CCCCC2)ccc1Cl	0	5	-8	-10	-15	1	4	4	1
Cc1ccc(NC(=O)CC2SCCNC2=O)cc1Cl (centres undefined)	-3	1	3	-5	-9	14	-2	4	5
CCOC(=O)c1ccc(N2C(=O)CC(C)(CC)CC2=O)cc1	-4	1	-2	-4	-2	5	8	-1	0
N#CC1=C(N)OC2=C(C(=O)CCC2)C1c1ccc2c(c1)OCO2 (centres undefined)	-9	0	1	-3	4	9	13	-15	-3
N#CC(C(=S)Nc1ccccc1)c1nc2ccccc2[nH]1 (centres undefined)	3	7	-11	2	9	2	9	-3	-2
O=C(Nc1ccc2c(c1)OCO2)c1cccc(F)c1	-5	0	-8	-5	-27	2	2	-4	2
COc1ccccc1CNC(=O)CN1C(=O)NC2(CCCCCC2)C1=O	-2	1	-5	-6	-13	3	9	1	6

Ordered by molar mass (descending): part of the list above.
SMILES	M1 ag	M4 ag	CHRM5 PAM	M4 antag	CHRM1 antagonist	TAAR1 agonist	CHRM5 antagonist	M5 ag	M1 PAM
CCOC(=O)C1=C(CC)Nc2ccccc2N=C1NC(=O)c1ccc(OC)c(S(=O)(=O)N2CCCCC2C)c1 (centres undefined)	-6	-1	7	-3	-4	0	3	-2	4
C=CCn1c(COc2ccccc2F)nnc1SCC(=O)Nc1cc2oc3ccccc3c2cc1OC	-4	-1	4	4	-7	8	2	-5	3
COc1cc(/C=C2\COC/C(=C\c3cc(OC)c(OC)c(OC)c3)C2=O)cc(OC)c1OC	2	8	3	0	0	6	2	7	3
CC(=O)c1cccc(NC(=O)C2CCCN2S(=O)(=O)c2ccccc2C(F)(F)F)c1 (centres undefined)	0	2	-1	-10	-13	2	6	0	9
CC(C)(C)N1C(=O)c2ccccc2NC(=O)C1C(=O)NCCOc1ccccc1 (centres undefined)	·	2	1	7	·	1	8	2	·
Cc1ccc(CN2CCNC(=O)C2CC(=O)N(C)CCc2cnn(C)c2)cc1 (centres undefined)	-3	1	1	-5	-11	1	3	-6	10
COc1ccccc1CNC(=O)CN1C(=O)NC2(CCCCCC2)C1=O	-2	1	-5	-6	-13	3	9	1	6
Cn1cc([N+](=O)[O-])c(C(=O)N(Cc2ccccc2)Cc2ccccc2)n1	-9	2	-7	1	-3	9	7	-2	3
CS(=O)(=O)N1CCN(Cc2ccc(C(F)(F)F)cc2)CC1	1	2	2	-5	-6	3	-7	-6	7
COc1cccc(-c2cc(C(=O)N3CCCCCC3)no2)c1	-5	8	-8	-8	-4	0	3	-1	4
NNC(=O)c1ccc(COCC(F)(F)C(F)F)cc1	-3	1	-4	-13	2	0	-3	3	-4
Nc1ncnc2c1ncn2C1C=C(CO)C(O)C1O (centres undefined)	0	0	4	-8	-8	·	8	-1	5
